# Screens as filed in PubChem BioAssay.
# Lipid storage S3 = qHTS Assay for Lipid Storage Modulators in Drosophila S3 Cells; Drosophila S3 cells, BODIPY lipid droplet fluorescence, 18-24 h; cells fed with added oleic acid; Potency in µM for hits, for the others lipid storage change, negative = inhibition, % at the top dose, mostly 46.1 µM; AID 2685, 2010; 0.64% of 320,000 active; active means well fitted inhibition curve with a large enough effect in the signal ratio, with a control signal flat, not every such curve was filed as active; inconclusive means small, poorly fitted or top-dose-only effect, or effect the other way, or a change in a side signal; the % refers to the signal ratio
#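 Drosophila S3 cells got compounds at several concentrations plus oleic acid (400 uM solution). Laser-scanning cytometry with 488 nm excitation read lipid droplets at 500-530 nm and cells at 575-640 nm. Percent activity was relative to 20 uM Triacsin C.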
# Lipid storage S3 cell count max = recorded beside Lipid storage S3, whose call it bears; cell number change, %; measured here: cell count max response;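 cells counted by Cell Tracker Red CMTPX staining in the red channel; peak over a dose series mostly up to 46.1 µM; percent activity relative to internal control wells on each plate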
# * hit, by the source's call; i = inactive; ? = inconclusive; nt = not tested or not shown. On the % scale 0 is the no-effect control and ±100 the full control effect; potency means the concentration at half of the fitted maximal effect. The list is partial, so the mix of outcomes need not match the whole.
Lipid storage S3,Lipid storage S3 cell count max,smiles
0%,0,CNCc1cn2cc(Cl)ccc2n1
28%,10,O=C(Nc1c2c(nn1-c1ccc(Cl)cc1)CS(=O)(=O)C2)C1CC1
22%,2,C=CCc1cc(C)ccc1OCCOCCN1CCN(C)CC1
?,nt,COc1ccccc1C(=O)NCC(=O)NCCCN1CCOCC1
?,nt,CCCNc1c(NS(=O)(=O)c2ccc(C3CCCCC3)cc2)c(=O)oc2ccccc12
-18%,-8,COc1ccc(Cl)cc1NC(=O)COC(=O)Cc1cccs1
i,15,O=C(CCc1ccccc1)NNC(=O)Nc1cccc(Cl)c1
?,nt,COc1cccc(CNC(=O)CS(=O)(=O)Cc2nc(-c3ccc(C)cc3)oc2C)c1OC
?,nt,CC(=O)c1sc(N/N=C\c2ccccc2O)nc1C
?,nt,N#CC1=C(N)C(C#N)(C#N)C(c2ccncc2)C2CN(C(=O)OCc3ccccc3)CC=C12 (stereo not given)
14%,nt,COCC(C)n1c(C)cc(C(=O)COC(=O)/C=C/c2cccc(F)c2)c1C (stereo not given)
?,nt,CCOc1ccc(CN2CCNC(=O)C2CC(=O)N(C)CC2CCOCC2)cc1 (stereo not given)
i,-19,CCC(C)NS(=O)(=O)c1ccc(NS(=O)(=O)c2ccc(F)cc2)cc1 (stereo not given)
?,nt,CC(C)N(C)C1CCN(C(=O)Nc2ccc(Cl)c(Cl)c2)CC1
0%,nt,COc1cccc(-c2nc(CS(=O)(=O)CC(=O)NCCc3ccc(OC)c(OC)c3)c(C)o2)c1
17%,10,O=C(CCCN1C(=O)CCC1=O)Nc1cccc(C(F)(F)F)c1
?,nt,COc1ccccc1NC(=O)N1CCCC1C(=O)Nc1nnc(C(C)C)s1 (stereo not given)
?,nt,CCCN1CCC(NC(=O)Cc2ccccc2C)CC1
?,nt,COc1cc(OC)cc(C(=O)NC(=S)NCCc2ccccc2)c1
?,nt,O=C(Cc1ccccc1)Nc1ccccc1N1CCCC1

# 5 entries from above, sorted by the value under Lipid storage S3, smallest number first.
Lipid storage S3,Lipid storage S3 cell count max,smiles
-18%,-8,COc1ccc(Cl)cc1NC(=O)COC(=O)Cc1cccs1
0%,0,CNCc1cn2cc(Cl)ccc2n1
17%,10,O=C(CCCN1C(=O)CCC1=O)Nc1cccc(C(F)(F)F)c1
22%,2,C=CCc1cc(C)ccc1OCCOCCN1CCN(C)CC1
28%,10,O=C(Nc1c2c(nn1-c1ccc(Cl)cc1)CS(=O)(=O)C2)C1CC1

# Next part.
Lipid storage S3,Lipid storage S3 cell count max,smiles
?,nt,COC(=O)c1sc(S(=O)(=O)Nc2ccc3cn[nH]c3c2)c(C(=O)OC)c1C
?,nt,CCCCNC(=O)c1ccc(NC(=O)CC2SC(N3CCCC3)=NC2=O)cc1 (stereo not given)
-5%,nt,Fc1ccc(-c2ccc(/C=N\n3cnnc3)o2)cc1Cl
10%,-5,Cc1oc(-c2ccc(Cl)cc2)nc1CS(=O)CC(=O)NCCCN1CCCC(C)C1 (stereo not given)
?,nt,CCCc1cc(=O)[nH]c(Nc2ccc(N3CCCCC3)cc2)n1
3%,-5,COCCCNc1nc2nonc2nc1N(C)CC1CCCN1C (stereo not given)
i,9,COc1ccc(CCNC(=O)c2cc(-c3ccccc3)on2)cc1OC
6%,nt,COc1ccc(-c2cc(C(=O)N3CCN(c4ccccc4)CC3)c3ccccc3n2)cc1
-13%,24,O=C(Nc1ccc(F)cc1)C1CCCN(S(=O)(=O)c2ccc3[nH]c(=O)ccc3c2)C1 (stereo not given)
-4%,-9,O=C(CC1c2ccccc2Oc2ccccc21)Nc1ccccc1F
i,10,O=C(NCCc1ccccc1F)c1cccc2cccnc12
-1%,-7,COc1cccc(C2C(C#N)=C(N)Oc3c2oc(CO)cc3=O)c1 (stereo not given)
?,nt,CC1(C)Cc2noc(N)c2C(C)(C)N1OC(=O)c1ccccc1
-7%,21,CC(C)NCC(O)COCCOc1ccc(Cl)cc1 (stereo not given)
7%,14,CNC(=O)c1c(Cl)cnn1-c1ccc(C)cc1
i,nt,O=C(N/N=C/c1cccc2ccccc12)c1cccs1
?,nt,Cc1nn(-c2cccc(Cl)c2)c2nc(-c3ccncc3)cc(C(=O)N3CCOCC3)c12
i,nt,CCOn1c(=O)c(-c2cc(OC)ccc2OC)[n+]([O-])c2ccccc21
?,nt,CCCn1cnc2c(c1=O)c1nc3ccccc3nc1n2Cc1ccccc1OC
-15%,14,O=C(CN1CCN(c2ccc(O)cc2)CC1)N1CCc2ccccc21

# Single records (already shown). Order of screens: Lipid storage S3 | Lipid storage S3 cell count max
# CC(=O)c1sc(N/N=C\c2ccccc2O)nc1C is entered as ? | nt
# CCC(C)NS(=O)(=O)c1ccc(NS(=O)(=O)c2ccc(F)cc2)cc1 (stereo not given) is entered as i | -19
# CNCc1cn2cc(Cl)ccc2n1 is entered as 0% | 0
# O=C(Nc1c2c(nn1-c1ccc(Cl)cc1)CS(=O)(=O)C2)C1CC1 is entered as 28% | 10
# COc1ccccc1NC(=O)N1CCCC1C(=O)Nc1nnc(C(C)C)s1 (stereo not given) is entered as ? | nt

# (next part)
Lipid storage S3,Lipid storage S3 cell count max,smiles
?,nt,Cc1ccc(C(=O)NC(=S)Nc2cccc(NC(=O)c3ccccc3Cl)c2)cc1[N+](=O)[O-]
i,-5,Cc1ccc2nc(SCC(=O)Nc3nonc3C)[nH]c2c1
5%,-9,COc1cccc(OCC(O)CNC2CCCC2)c1 (stereo not given)
20%,-1,CNc1nc(C)c(C(C)(C)C)s1
4%,10,O=C(c1ccc(-n2cccc2)cc1)N1CCN(Cc2ccccc2)CC1
-2%,-2,COc1ccc(/C=C2\CCCC(C(=O)C(F)(F)F)=C2O)cc1OC
?,nt,Clc1ccc(C2=C3CCCCn4c(-c5ccccc5)c[n+](c43)C2)cc1
?,nt,O=C(COC(=O)CC12CC3CC(CC(C3)C1)C2)Nc1cccnc1Cl
i,13,COc1ccc(OC)c(S(=O)(=O)NC(C)CCc2ccccc2)c1 (stereo not given)
?,nt,CCOc1ccc(S(=O)(=O)NCc2ccc(Cl)cc2)c2cccnc12
3%,15,CCCCC(=O)Nc1ccccc1N1CCN(c2ccccc2)CC1
?,nt,Cc1nn(C)cc1/C=N/O
i,-9,Cc1ccc(CN2CCC(Oc3cccc(C(=O)NCc4cccnc4)c3)CC2)o1
?,nt,CSc1ncc(C(=O)Nc2cccc(Cl)c2C)c(C)n1
i,1,O=C(c1ccc(N2C(=O)CCC2=O)cc1)N1CCN(c2ccccc2)CC1
?,nt,COC(=O)Cc1cc(OC)c(OC)cc1S(=O)(=O)N(C)C
?,nt,COc1ccc(NC(=O)CCN2CCN(S(=O)(=O)c3cc(Cl)ccc3OC)CC2)cc1
?,nt,COc1ccc(-c2noc(-c3ccc(C)cc3)n2)cc1
7%,0,CCC(NC(=O)COc1ccc([N+](=O)[O-])cc1)c1ccccc1 (stereo not given)
?,nt,CO/N=C/c1ccc(N2CCN(C(=O)c3ccc(F)cc3)CC2)c([N+](=O)[O-])c1

# The list goes on, starting with the last 2 of the part before.
Lipid storage S3,Lipid storage S3 cell count max,smiles
7%,0,CCC(NC(=O)COc1ccc([N+](=O)[O-])cc1)c1ccccc1 (stereo not given)
?,nt,CO/N=C/c1ccc(N2CCN(C(=O)c3ccc(F)cc3)CC2)c([N+](=O)[O-])c1
-2%,-13,COc1ccccc1S(=O)(=O)Cc1ccc(C(=O)NCC2CCCO2)o1 (stereo not given)
-5%,-9,COc1ccc2c(c1)C(=C(C#N)C#N)C(=O)N2CCc1ccccc1
20%,-7,CCOc1ccc(C(=O)c2cc([N+](=O)[O-])ccc2N2CCOCC2)cc1
?,nt,COc1ccc(C(=O)NCCc2ccc(F)cc2)cc1OC
i,nt,Cc1noc(C)c1C(=O)N1CC(C)OC(C)C1 (stereo not given)
?,nt,C=CCn1c(-c2ccc3ncccc3c2)n[nH]c1=S
?,nt,COc1ccccc1CN(Cc1nc2ccccc2c(=O)[nH]1)C(=O)Nc1cccc(C)c1
i,3,COc1cc(NC(=O)CNC(c2ccccc2)c2ccccc2)cc(OC)c1OC
?,nt,CNC(=O)NC(=O)C(C)OC(=O)CCCc1nc2ccccc2s1 (stereo not given)
?,nt,Cc1cc(C)c(OCCCCn2cnc3ccccc3c2=O)c(C)c1
?,nt,O=C(NC1CCCC1)c1cccc(Cl)c1
10%,1,CCOC(=O)c1c(-c2ccc(C)cc2)csc1NC1=NS(=O)(=O)c2ccccc21
i,-7,CC(=O)N1CC(C)Oc2ccc(S(=O)(=O)Nc3ccc(Cl)cn3)cc21 (stereo not given)
?,nt,Cc1ccc(S(=O)(=O)Nc2cc(C(C(=O)OC(C)C)C(=O)C(F)(F)F)c(O)c3ccccc23)c(C)c1 (stereo not given)
?,nt,C=C(C)CNC(=S)N/N=C/c1ccc([N+](=O)[O-])cc1
-1%,-3,Nc1nc2n(n1)C(c1cccc(Br)c1)CC(c1ccc(F)cc1)N2 (stereo not given)
?,nt,O=C(NCc1ccc2c(c1)OCO2)Nc1cccc2ccccc12
?,nt,Cn1c(SCC(=O)N2CCOCC2)nnc1-c1ccncc1
12%,-2,COc1ccc(C(=O)N2CCC(n3nccc3NC(=O)C3CC3)CC2)c(OC)c1OC
-25%,3,COc1ccc(C(=O)C2CCCN(C(=O)c3ccc(C(C)=O)s3)C2)c(C)c1 (stereo not given)
i,0,O=C(Cc1cccs1)Nc1ccccc1NC(=O)Cc1cccs1
2%,-14,Cc1ccccc1OCCc1c(C)[nH]c(=S)[nH]c1=O
7%,10,Cc1c(CNC2CCC(C)CC2)c(C(=O)O)c(C)n1Cc1ccccc1 (stereo not given)
29%,29,CCN(CC1CCCO1)C(=O)CCc1nnc(Cc2ccc3c(c2)OCO3)o1 (stereo not given)
?,nt,O=C(CSc1nc(C(F)(F)F)cc(=O)[nH]1)N1CCC(Cc2ccccc2)CC1
?,nt,CC(=O)SC(C)CC(=O)Nc1ccccc1 (stereo not given)
-17%,-9,Cc1ccccc1/C=N/Nc1ncnc2nc[nH]c12
?,nt,O=C(/C=C/Nc1ccc(F)cc1)c1ccc(Oc2ncccn2)cc1
?,nt,CCOC(=O)c1c(-c2ccc(-c3ccccc3)cc2)csc1NC(=O)C1C2CCC(O2)C1C(=O)O (stereo not given)
?,nt,Cc1nc2ccc(S(=O)(=O)Nc3cc(-c4nc5cccnc5s4)ccc3C)cc2s1
?,nt,COc1ccc(/C=N/Nc2cc(C)nc(N3CCOCC3)n2)cc1
?,nt,O=C(Nc1ccc2nc(-c3cccs3)c(-c3cccs3)nc2c1)NC1CC1
15µM*,-14*,CCN(CC)C(=O)CSc1nc(-c2cccs2)cc(-c2cccs2)c1C#N
?,nt,CCOC(=O)C1CCN(C(=O)C2CCN(S(=O)(=O)CC)CC2)CC1
?,nt,COc1ccc(C(=O)NC2CC2)cc1OC1CCN(Cc2cc(C)c(C)cc2C)CC1
-15%,-18,COc1cccc(/C=N/NC(=O)Cn2nc(C)c([N+](=O)[O-])c2C)c1O
-14%,nt,O=C(CSc1ccccc1)N1CCN(S(=O)(=O)c2ccccc2F)CC1
?,nt,COc1ccccc1Cn1c(=S)[nH]c2cc(C(=O)N3CCCC3)ccc2c1=O
?,nt,CCOC(=O)c1ccc(NC(=O)CN2C(=O)C(=O)N(CC(C)C)C2=O)cc1
?,nt,CC1=C(C)CC(C(=O)NCCCN2CCCC2=O)C(C(=O)O)C1 (stereo not given)
12%,0,Cn1c(CN2CCCC2)nc2cc(NS(=O)(=O)c3ccccc3)ccc21
2%,1,CCN1CCN(C(=S)NCc2ccc(C)cc2)CC1
i,14,CCOc1ccccc1NC(=O)C(CC)Sc1nc2ccncc2[nH]1 (stereo not given)
-6%,6,COc1ccc(C2Nc3ccccc3C(=O)N2c2ccccc2)cc1CN1CCOCC1 (stereo not given)
?,nt,Cc1cc(C)nc(Nc2n[nH]c(COc3ccccc3)n2)n1
-6%,nt,Cc1cccc2c1Sc1ccccc1CC2=O
0%,8,O=C(NCCc1ccco1)C(=O)NCC1OCCCN1S(=O)(=O)c1ccccc1 (stereo not given)
13%,8,C=C(C)CSc1nc2ncccc2[nH]1
10%,-9,O=C(NCc1cccs1)c1cccc(N2CCCC2=O)c1
i,nt,CNC(=O)C1CC(=O)N(Cc2ccc3c(c2)OCO3)C(=Nc2ccc(OC)cc2)S1 (stereo not given)
i,6,O=C(NCCN1CCOCC1)c1ccc2ccccc2n1
?,nt,Cc1ccc(SCCC(=O)Nc2ccccc2C(=O)N2CCOCC2)cc1
?,nt,O=C(CC(=O)Nc1ccc(Cl)c(Cl)c1)N/N=C/c1ccc(O)cc1
22%,nt,CC1CCCN(C(=O)Cn2nnc(-c3ccccc3F)n2)C1 (stereo not given)
4%,14,O=C(NCC1CCCN(Cc2ccc3nonc3c2)C1)c1ccc(F)cc1 (stereo not given)
i,nt,c1ccc(N2CCN(Cc3ccnc4ccccc34)CC2)cc1
0%,4,Cc1ncc(CN2CCC(CO)(CCOc3ccccc3)CC2)s1
-1%,nt,COc1ccc(CCn2c(C)nc3ccccc3c2=O)cc1OC
?,nt,OCC[C@@H]1C[C@@H](O)[C@H](O)[C@]2(CCCCO2)O1
